Screening data as filed in PubChem.
esBAF inh: Bmi1 luciferase reporter increase in mESCs, primary screen, esBAF inhibitor project, mouse ES cells, Bmi1 luciferase knock-in, single point; 24 h; 100% = twice the neutral-well signal; reporter increase, % at 12.5 µM; 350,000 tested, 2% active; AID 602393, 2012; in the data active = activation above about 40%; inconclusive = no clear call, values can overlap the other calls;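 note: 0% = median of the plate's neutral control wells and 100% = double that signal; a rise in the Bmi1 reporter signal indicates esBAF inhibition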
F508del corr: F508del CFTR correction, initial screen, CFBE line, single point; CFBE cells, YFP halide quenching; stimulated with forskolin plus potentiator P3; % fluorescence drop versus neutral controls; activity (quench increase), % at 7.58 µM; 350,000 tested, 0.36% active; AID 720511, 2013;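 active = mean added fluorescence quench of at least 8% versus neutral control, with both replicates also reaching 8%; inconclusive = only one of the mean or replicate conditions met; inactive = mean below 8% and not both replicates reaching 8%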;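 note: cells transiently co-express mutant CFTR-F508del with the halide-sensitive YFP; corrector assay measuring rescue of mutant channel to the surface after 24 h compound exposure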
XiGFP reactiv: activators of inactive X chromosome reactivation, primary screen, imaging, XiGFP fibroblasts, GFP high-content imaging, set 2; XiGFP mouse fibroblasts, % GFP-positive cells imaging, 3 d; cells co-treated with 5-aza-dC sensitizer; scaled so ellipticine positive control = 100%; activation, % at 7.58 µM; 360,000 tested, 0.055% active; AID 743238, 2013;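 active = mean normalized replicate activation at least 10% and every replicate at or above 10%; inconclusive = only one of the two criteria met; inactive = mean below 10% and not all replicates reach 10%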;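 note: 0% = median of on-plate neutral control wells and 100% = ellipticine 6 µM median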
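Material: XiGFP fibroblasts, SV40-immortalized; Buffer or medium: DMEM containing 5-aza-dC; Compound dosing: single point; Times: 3 days compound exposure.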
ERAP1 HTS inh: human ERAP1 aminopeptidase inhibitors, primary screen, biochemical, single point, plate reader. Endoplasmic reticulum aminopeptidase 1 (Homo sapiens), Q9NZ08. recombinant ERAP1, Leu-AMC fluorescence, 60 min. inhibition, % at 10.7 µM. 340,000 tested, 0.15% active. AID 652197, 2013;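 active = mean replicate inhibition of at least 30%, or all replicates individually reaching that 30% level; inactive = mean below 30% and not every replicate reaching it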;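 note: 0% = neutral control wells and 100% = L-leucinethiol positive control wells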
ARNT TACC3 PPI: disruptors of ARNT/TACC3 protein interaction, primary screen, biochemical, AlphaScreen, single concentration; Transforming acidic coiled-coil-containing protein 3 (Homo sapiens), Q9Y6A5; AlphaScreen His-ARNT PAS-B/GST-TACC3 binding, luminescence; TACC3 fragment carries E629A point mutation; inhibition, % at 9.99 µM; 390,000 tested, 0.66% active;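 active = mean inhibition of replicates at least 50% and at least half of replicates each reaching 50%; inconclusive = half or more replicates reach 50% but mean below 50%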;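 note: 0% = complete ARNT plus TACC3 wells and 100% = ARNT alone without TACC3; many hits fall short of the cut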
RAD52 anneal inh: RAD52 DNA annealing inhibitors, primary screen, biochemical, FRET, single point, set 2. inhibition, % at 18.7 µM. recombinant RAD52 DNA annealing, FRET fluorescence. 360,000 tested, 0.46% active. DNA repair protein RAD52 homolog (Homo sapiens), P43351;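 active = every replicate showing at least 50% inhibition; inconclusive = mean inhibition at least 50% but not in every replicate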
INS-1E GSIS act: GLuc luminescence reporter in INS-1E cells, primary screen for activators of glucose-dependent secretion of insulin | INS-1E GLuc reporter insulin secretion, 2-3 h | activation, % at 16.6 µM | 370,000 tested, 0.61% active;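 active = lowest replicate activation of at least 40%, so every replicate reaches that level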;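 note: 0% = median of neutral control wells and 100% = median of IBMX positive control wells; some compounds called inactive have numbers as strong as hits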
RAD54 branch: inhibitors of human RAD54 branch migration, primary screen, biochemical, fluorescence, single point; DNA repair and recombination protein RAD54-like (Homo sapiens), Q92698; RAD54 Holliday junction branch migration, FAM/BHQ fluorescence; inhibition, % at 10.4 µM; 360,000 tested, 0.14% active; AID 602329, 2012;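 active = mean normalized replicate activity at least 40 and at least half of replicates scoring 40 or more; inconclusive = only one of the two criteria met; inactive = mean below 40 and under half of replicates reaching 40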;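 note: 0% = median of neutral control wells and 100% = median of positive control wells; inhibitors cause a drop in the FAM fluorescence signal; in these data hits start at about 50%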
Target sequence (Q92698 whole entry, looked up): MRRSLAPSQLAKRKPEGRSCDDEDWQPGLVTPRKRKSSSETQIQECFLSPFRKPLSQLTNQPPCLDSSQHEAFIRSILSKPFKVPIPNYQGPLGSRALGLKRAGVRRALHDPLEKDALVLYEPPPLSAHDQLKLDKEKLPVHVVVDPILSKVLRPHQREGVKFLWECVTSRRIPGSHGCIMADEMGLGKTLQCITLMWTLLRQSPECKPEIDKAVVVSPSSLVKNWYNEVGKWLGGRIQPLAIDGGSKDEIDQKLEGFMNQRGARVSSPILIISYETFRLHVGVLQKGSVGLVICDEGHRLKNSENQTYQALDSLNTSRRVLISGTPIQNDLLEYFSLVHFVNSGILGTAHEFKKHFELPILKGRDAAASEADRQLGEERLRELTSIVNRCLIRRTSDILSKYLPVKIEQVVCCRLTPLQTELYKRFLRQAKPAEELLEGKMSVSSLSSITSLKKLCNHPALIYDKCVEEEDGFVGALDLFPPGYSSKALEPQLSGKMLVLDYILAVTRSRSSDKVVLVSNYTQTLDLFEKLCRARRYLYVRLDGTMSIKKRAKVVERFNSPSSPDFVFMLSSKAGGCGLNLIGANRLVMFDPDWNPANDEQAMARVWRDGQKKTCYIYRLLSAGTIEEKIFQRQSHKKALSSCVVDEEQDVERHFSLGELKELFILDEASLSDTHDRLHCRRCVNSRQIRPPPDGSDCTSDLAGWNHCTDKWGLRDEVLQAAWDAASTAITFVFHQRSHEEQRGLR
An asterisk follows results filed as active; ? = inconclusive; . = no result given; & = joins results of further samples.

SMILES | esBAF inh | F508del corr | XiGFP reactiv | ERAP1 HTS inh | ARNT TACC3 PPI | RAD52 anneal inh | INS-1E GSIS act | RAD54 branch
COc1ccc(S(=O)(=O)Nc2ccc3c(c2)C(=O)N([C@H](C)CO)C[C@@H](C)[C@H](CN(C)Cc2ccncc2)OCCCC[C@H](C)O3)cc1 | 8 | -1.9 | -0.2 | -1 | 7 | -12 | -7 | -9
O=C(Nc1cc(S(=O)(=O)N2CCCCC2)ccc1N1CCOCC1)c1ccc(C(F)(F)F)cc1 | -5 | 0.6 | 0.0 | 0 | . | -13 | -46 | 4
CC(=O)Oc1ccc(C(=O)[C@H]2[C@H]3C(=O)N(c4ccc5ccccc5c4)C(=O)[C@H]3[C@@H]3C=CC=NN32)cc1 | . | -1.1 | 0.5 | 0 | -5 | -31 | -2 | -4
COc1ccc2oc(=O)cc(CN3CCOCC3)c2c1 | -15 | 1.6 | 0.2 | . | -1 | -19 | 8 | -6
CCCCn1c(C)csc1=Nc1cccnc1 | . | . | 0.0 | -2 | 3 | -4 | -50 | .
CC1(c2nnnn2-c2ccc3c(c2)OCCO3)CCC(=O)N1CCc1ccccc1F (stereo not given) | . | -1.6 | 0.0 | 2 | . | -2 | -8 | .
O=C(CCC1CCN(C(=O)c2cc(C(F)(F)F)ccc2Cl)CC1)NC1CC1 | 0 | 1.4 | 0.0 | -1 | -7 | -2 | 12 | -4
CC(C)C[C@@H]1Cc2[nH]c(=S)[nH]c(=O)c2[C@H](C)O1 | . | 5.5 | 0.1 | . | . | -18 | 2 | .
O=C(COc1ccc(S(=O)(=O)N2CCOCC2)cc1)Nc1ccccc1Cl | -2 | 2.1 | 0.0 | -6 | . | -12 | -9 | -5
C[C@@H](NC(=O)C[C@@H]1C[C@H]2c3cc(NC(=O)NC4CCCC4)ccc3O[C@H]2[C@H](CO)O1)c1ccccc1 | -3 | -1.5 | 0.0 | -3 | -14 | 1 | 0 | 6
COC(=O)C1=C(C)NC(C)=C(C(=O)OC)C1C(=O)OC(C)C(=O)c1ccccc1 (stereo not given) | -6 | 0.3&1.6 | 0.2&-0.3 | 7&6 | -1 | -12&-9 | 7&2 | 8
CCOc1cc(NC(=O)C2CC2)c(OCC)cc1NC(=O)c1cc(OC)c(OC)c(OC)c1 | 2 | -2.7 | 0.2 | 3 | 4 | -21 | 10 | -5
CCOC(=O)Cn1cnc2sc(C(=O)OC)c(C)c2c1=O | . | 2.0 | 0.0 | -5 | -5 | -23 | 12 | .
O=C1C(NS(=O)(=O)c2ccc(Br)cc2)=C(N2CCCCC2)C(=O)c2ccccc21 | 2 | 1.7 | 0.3 | 3 | 24 | -5 | 26 | -2
O=C1CCCN2N=C(SCC(=O)Nc3nc4ccccc4s3)SC2=N1 | 13 | -1.6 | 0.2 | -1 | -4 | -9 | 1 | -3
COc1cccc(CN2CCN(C(=O)c3ccc(-c4ccccc4)cc3)CC2)c1 | -2 | . | -0.1 | -2 | 0 | -10 | -9 | 4
COc1cc(CC(=O)OCC(=O)Nc2ccc(N(C)C)cc2)cc(OC)c1OC | 5 | -2.3 | -0.8 | -2 | 11 | 14 | -2 | 12
O=C(O)C[C@@H]1C[C@H]2c3cc(NS(=O)(=O)c4ccc(F)cc4)ccc3O[C@H]2[C@H](CO)O1 | 3 | -4.7 | 0.0 | -1 | -2 | -9 | 8 | -6
Cc1ccc(N2CCCC2=O)cc1S(=O)(=O)N1CCOCC1 | 9 | -0.9 | 0.1 | -1 | -4 | -14 | 16 | 5
CC1(C)CC(N2CCN(c3ccccc3)CC2)=CC(=[N+]2CCCC2)C1 | -9 | . | . | . | -1 | . | -52 | 1
CCOc1ccc(CN(C)C(=O)c2cccc(S(=O)(=O)N3CCCC3)c2)cc1OC | 13 | -2.4 | -0.1 | -4 | -1 | -11 | 31 | 1
COc1ccc(Cn2c(C)cc(O)cc2=O)cc1 | . | -0.6 | 0.2 | -2 | . | -9 | . | .
COc1ccc(N2C(=O)CC(Sc3nnc(-c4ccccc4F)n3C)C2=O)cc1 (stereo not given) | . | -5.9 | 0.0 | 1 | 2 | -5 | 12 | .
Cc1cc(C)nc(SCc2nnc(SCC(=O)N3CCCc4ccccc43)n2C)n1 | 5 | 0.4 | . | 6 | 0 | 6 | 2 | -2
CN(C)CCNc1nc(-c2ccccc2F)c2sccc2n1 | -2 | -0.7 | -0.1 | 0 | . | 15 | 51 | 16

Brought forward from above: 3 entries, then new ones.
SMILES | esBAF inh | F508del corr | XiGFP reactiv | ERAP1 HTS inh | ARNT TACC3 PPI | RAD52 anneal inh | INS-1E GSIS act | RAD54 branch
COc1ccc(N2C(=O)CC(Sc3nnc(-c4ccccc4F)n3C)C2=O)cc1 (stereo not given) | . | -5.9 | 0.0 | 1 | 2 | -5 | 12 | .
Cc1cc(C)nc(SCc2nnc(SCC(=O)N3CCCc4ccccc43)n2C)n1 | 5 | 0.4 | . | 6 | 0 | 6 | 2 | -2
CN(C)CCNc1nc(-c2ccccc2F)c2sccc2n1 | -2 | -0.7 | -0.1 | 0 | . | 15 | 51 | 16
CSc1ccc(CN(C)CC(=O)NCCc2ccccc2)cc1 | -1 | 0.5 | -0.1 | -2 | -1 | 6 | 14 | 7
COC(=O)C1(C)NC(c2ccccc2OC)C2C(=O)N(c3ccccc3)C(=O)C21 (stereo not given) | 3 | -2.1 | 0.1 | -1 | -4 | -6 | -3 | 11
COc1ccc(NC(=O)c2cc(-c3ccccc3)on2)cc1 | ? | -2.1 | 0.0 | -2 | -2 | -5 | 8 | 4
C[C@@H]1CN([C@H](C)CO)C(=O)c2cc(NC(=O)Nc3ccc(C(F)(F)F)cc3)ccc2O[C@@H](C)CCCCO[C@H]1CN(C)Cc1ccc(Cl)c(Cl)c1 | -1 | 0.0 | 0.0 | 2 | 22 | 7 | 8 | 3
O=C(Nc1ccc(-c2ccc3nncn3n2)cc1)C1CCCCC1 | 15 | -0.2 | -0.2 | . | 0 | -13 | 10 | 0
O=S(=O)(NCCCc1ccccc1)c1ccc(Br)cc1 | -4 | -0.9 | 0.4 | 2 | -5 | -9 | -25 | -2
O=C(/C=C/c1ccccc1)NC1CCS(=O)(=O)C1 (stereo not given) | 1 | . | 0.5 | . | -16 | . | 16 | -6
COC(=O)N/N=C/c1c(C)cc(C)cc1C | 15 | . | 0.0 | . | -2 | . | -8 | .
CCN(CC(=O)NCc1cccs1)C(=O)c1ccc(Cl)c(Cl)c1 | 2 | 1.1 | 0.1 | -6 | -5 | -6 | 4 | 1
O=C(O)c1nnn(-c2ccc(F)cc2F)c1-c1ccccc1 | -8 | 0.8 | 0.0 | -1 | -1 | -15 | -7 | -4
Cc1oc(CN2CCOCC2)cc1C(=O)O | -8 | 2.9 | 0.0 | -1 | 1 | -8 | 7 | .
O=c1[nH]cnc2c1cnn2Cc1ccccc1Cl | -5 | -0.3 | -0.1 | 1 | -2 | 3 | 10 | 0
C[C@H](CO)N1C[C@H](C)[C@H](CN(C)C(=O)C2CCCCC2)OCCCC[C@H](C)Oc2ccc(NC(=O)c3ccncc3)cc2C1=O | 3 | 0.6 | -0.3 | . | . | . | -7 | .
C[C@@H]1CN([C@H](C)CO)C(=O)c2cc(C#CC3(O)CCCC3)cnc2O[C@H]1CN(C)C(=O)Cc1ccccc1 | 4 | -0.8 | -1.0 | 0 | -1 | 2 | -7 | 5
CC(=O)[C@@H]1[C@@H](C(=O)c2ccc(C)cc2)[C@]2(C(=O)Nc3ccccc32)[C@H]2C=Cc3cc(F)ccc3N12 | 12&2 | . | 0.0 | . | -3&-16 | . | -15 | 0&7
Cc1cc(C(=O)Nc2cccc3c2O[C@H](CN(C)Cc2ccc(C(=O)Nc4ccccc4N)cc2)[C@H](C)CN([C@H](C)CO)C3=O)n(C)n1 | -33 | 5.3 | -0.5 | . | . | 12 | -4 | -4
CCOC(=O)/C(=C/Nc1ccc(F)cc1)[N+](=O)[O-] | 7 | 1.1 | 0.2 | 0 | -10 | -16 | . | .
O=C(C[C@@H]1CC[C@@H]2NC[C@@H](O)COC[C@H]2O1)Nc1ccc(-c2ccccc2)cc1 | 3 | -1.0 | 0.4 | -1 | 10 | 19 | 6 | 8
C[C@H]1CN([C@@H](C)CO)C(=O)Cc2cc(NC(=O)Nc3ccc4c(c3)OCO4)ccc2O[C@H]1CN(C)Cc1ccc(-c2ccccc2)cc1 | -3 | -0.6 | -1.1 | 0 | -4 | -11 | -5 | -1
Cc1ccc(S(=O)(=O)NCC[C@@H]2CC[C@H](NC(=O)CCN3CCCCC3)[C@@H](CO)O2)cc1 | -1 | -0.7 | 0.2 | -3 | -5 | 2 | 0 | -1
COc1ccccc1CCN1CCCC(CN(C)C(=O)c2ccoc2)C1 (stereo not given) | -7 | 1.9 | 2.9 | -3 | 6 | -18 | 21 | 3
O=C(CSc1nc2ccccc2[nH]1)NCC1CCCO1 (stereo not given) | . | -3.5 | 0.0 | 2 | -5 | -22 | -3 | .
C[C@H]1CN([C@@H](C)CO)C(=O)Cc2cc(NC(=O)C3CC3)ccc2O[C@@H]1CN(C)Cc1ccc2c(c1)OCO2 | 4 | -0.3 | 0.0 | -1 | . | 2 | -5 | -11
COc1ccc(S(=O)(=O)N2CCC[C@H]2C(=O)N2CCC[C@H]2C(=O)N[C@@H](C)c2ccccc2)cc1C | . | 0.1 | 0.0 | . | . | -14 | 0 | .
O=C(O)C1c2ccccc2C(=O)N(Cc2ccc(F)cc2)C1c1ccncc1 (stereo not given) | . | -0.8 | 0.0 | -3 | . | -12 | 12 | 3
O=C(CSc1ccc2ccccc2n1)Nc1nsc(-c2ccc(Cl)cc2)n1 | . | . | 0.1 | 1 | 1 | -8 | 18 | 4
Cc1cccc(CSc2nc3c(c(=O)n2C)SCC3)c1 | 20 | -5.2 | 0.1 | -2 | 3 | -25 | -26 | 8

An excerpt from above in order of molecular weight, low to high:
SMILES | esBAF inh | F508del corr | XiGFP reactiv | ERAP1 HTS inh | ARNT TACC3 PPI | RAD52 anneal inh | INS-1E GSIS act | RAD54 branch
O=c1[nH]cnc2c1cnn2Cc1ccccc1Cl | -5 | -0.3 | -0.1 | 1 | -2 | 3 | 10 | 0
O=C(O)c1nnn(-c2ccc(F)cc2F)c1-c1ccccc1 | -8 | 0.8 | 0.0 | -1 | -1 | -15 | -7 | -4
CC(=O)[C@@H]1[C@@H](C(=O)c2ccc(C)cc2)[C@]2(C(=O)Nc3ccccc32)[C@H]2C=Cc3cc(F)ccc3N12 | 12&2 | . | 0.0 | . | -3&-16 | . | -15 | 0&7

Sorted by the number under esBAF inh (largest number first): 3 of the compounds above.
molecule	esBAF inh	F508del corr	ERAP1 HTS inh	ARNT TACC3 PPI	RAD52 anneal inh	INS-1E GSIS act
O=C(Nc1ccc(-c2ccc3nncn3n2)cc1)C1CCCCC1	15	-0.2	.	0	-13	10
C[C@@H]1CN([C@H](C)CO)C(=O)c2cc(C#CC3(O)CCCC3)cnc2O[C@H]1CN(C)C(=O)Cc1ccccc1	4	-0.8	0	-1	2	-7
COc1ccccc1CCN1CCCC(CN(C)C(=O)c2ccoc2)C1 (stereo not given)	-7	1.9	-3	6	-18	21
